# Screening data from PubChem BioAssay.
# S2 tox – cell viability loss in ATXN counter-screen | Potency, µM (top dose mostly 56.7 µM), usual class: cytotoxic | AID 651635 | S2 cells (HEK-293 line with an ATXN2-luciferase reporter) viability, CellTiter-Fluor protease fluorescence, 24 h | hit rate 0.49% among 400,000; also: potency is read from the fitted curve at half-maximal effect; nearly all actives have a fitted effect of over 40% in size
# IL1B secr inh – blocks inflammasome-driven IL-1 beta release. THP-1 LPS/ATP IL-1B secretion, AlphaLISA, 16 h; stronger effect = lower value. activity change, % at 57.5 µM. hit rate 4.7% among 360,000. AID 743279; in the data active = activity change below about -50%; inconclusive = mostly about -30% to -49%; also: % is scaled to controls: 0 for no effect and ±100 for the full control effect
#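 Secreted IL-1B measured by AlphaLISA bead assay after 16 h compound exposure of THP-1 cells; compounds (final up to 57.5 uM) added 1 h before LPS (250 ng/mL) and ATP (1.25 mM) stimulation; lower signal means less secretion.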
# KB-V1 cytotox – kills drug-selected multidrug resistant KB-V1 cells | KB-V1 MDR cells viability, CellTiter-Glo, 72 h | Potency, µM (highest dose often 46.1 µM), for the others: top-dose activity change, negative = cytotoxicity, usual class: cytotoxic | hit rate 3.4% among 400,000 | AID 1347076; also: potency is read from the fitted curve at half-maximal effect; % is scaled to controls: 0 for no effect and ±100 for the full control effect; nearly all actives have a fitted effect of over 60% in size
#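 KB-V1 MDR subline cells in DMEM (phenol-red free, 10% FBS) exposed to compounds in qHTS concentration series for 72 h at 37 degrees C. Viability read by CellTiter-Glo luminescence; concentration-effect curves fitted after normalization and correction.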
# SW480 rerep – DNA re-replication induction in SW480 cells; SW480 DNA re-replication, Hoechst DNA content imaging, 48 h; Potency, µM (series often up to 46.1 µM), inactives show top-dose re-replication activation, hits mostly activators; hit rate 1.8% among 340,000; AID 624297; also: potency is read from the fitted curve at half-maximal effect; % of control where 0% means no effect; nearly all actives have a fitted effect of over 55% in size
#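 SW480 cells exposed to compounds for 48 hr at 37 C, 5% CO2, then Hoechst-stained 40 min. Nuclear DNA content imaged by fluorescence scanning (405 nm excitation, 500-530 nm emission); re-replication scored as increased high-intensity nuclei.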
# HT1080 IDH1KD tx – kills HT-1080 cells with IDH1 knockdown; HT-1080 IDH1 knockdown viability, ATP luminescence, 48 h; Potency, µM (series often up to 46.1 µM), without a hit: at the top dose activity, negative = toxicity, hits mostly cytotoxic; hit rate 2% among 360,000;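 also: potency is read from the fitted curve at half-maximal effect; 0% = DMSO wells and -100% = cell-free medium wells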
#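 Viability of IDH1-knockdown HT-1080 fibrosarcoma cells was assessed by CellTiter-Glo after 48 h at 37 °C with titrated compound; concentration-effect curves were classified by fit quality and response size.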
# ATXN2 expr inh – inhibitors of ATXN2 expression; Potency, µM (top dose mostly 57 µM), without a hit: at the top dose activity change, negative = inhibition, hits mostly inhibitors; hit rate 0.72% among 360,000; AID 1745845; HEK-293 ATXN2-luciferase reporter, luminescence, 24 h; also: potency is read from the fitted curve at half-maximal effect; % is scaled to controls: 0 for no effect and ±100 for the full control effect; nearly all actives have a fitted effect of over 55% in size
#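 ATXN2-luciferase reporter cells (luciferase flanked by upstream and downstream ATXN2 gene portions) were treated 24 h at 37 °C with compounds at up to 57 uM. SteadyGlo luminescence gave expression; GF-AFC fluorescence gave viability.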
# KB-3-1 cytotox – KB-3-1 parental cell cytotoxicity. Potency, µM (titrated, usually from 46.1 µM), for inactives: top-dose activity change, negative = cytotoxic, usual class: cytotoxic. AID 1347075. KB-3-1 viability, CellTiter-Glo ATP luminescence, 72 h. hit rate 1.4% among 400,000; also: potency is read from the fitted curve at half-maximal effect; % is scaled to controls: 0 for no effect and ±100 for the full control effect; nearly all actives have a fitted effect of over 60% in size
#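 Parental KB-3-1 adenocarcinoma cells in phenol-red-free DMEM with 10% FBS were pin-treated with compounds at several concentrations, incubated 72 h at 37 °C, and viability read by CellTiter-Glo luminescence; concentration-effect curves were fitted after normalization.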
# MCF10A rerep – DNA re-replication induction in MCF 10a cells; hit rate 2.9% among 350,000; MCF 10A DNA re-replication, Hoechst nuclear intensity, 48 h; AID 624296; Potency, µM (doses to about 46.1 µM), for inactives: at the top dose activity, positive = re-replication, most hits filed as activators; also: potency is read from the fitted curve at half-maximal effect; % of control where 0% means no effect; nearly all actives have a fitted effect of over 50% in size
# HT1080NT lethal – kills 2HG-producing HT-1080-NT fibrosarcoma cells; HT-1080-NT fibrosarcoma viability, CellTiter-Glo ATP luminescence, 48 h; hit rate 1.6% among 360,000; Potency, µM (top dose mostly 46.1 µM), for the others: at the top dose activity, negative = less viability, most hits filed as cytotoxic;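 also: NT is the 2HG producing partner of a matched IDH1 knockdown line; potency is read from the fitted curve at half-maximal effect; 0% = DMSO-treated cells and -100% = media-only wells without cells; nearly all actives have a fitted effect of over 55% in size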
#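 HT-1080-NT fibrosarcoma cells (2HG-overproducing), 750 cells/well in RPMI with 5% FBS, dosed after 2 h and incubated 48 h at 37C. CellTiter-Glo luminescence normalized to DMSO and no-cell wells; concentration-response curves fitted and classed.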
# Numbers without * were called inactive; i = inactive; ? = inconclusive; . = no result given; & = joins results of further samples; [ ] = another dose, or the depositor's remark. Unless noted, calls follow the shape of the dose curve; as a rule, active = well fitted curve in the direction sought with a large enough effect; inconclusive = small, poorly fitted or top-dose-only effect, or another doubt; inactive = no such curve, though single readings can be large; an effect the other way counts as inactive or inconclusive.
SMILES,S2 tox,IL1B secr inh,KB-V1 cytotox,SW480 rerep,HT1080 IDH1KD tx,ATXN2 expr inh,KB-3-1 cytotox,MCF10A rerep,HT1080NT lethal
Cc1cc(NC(=O)C(C)SCC(=O)NCc2ccc(F)cc2)no1 (centres undefined),i,0,0%,0%,-3%,7%,12%,?,-6%
Cc1ccc2c(c1)C(=O)OC(C(=O)Nc1ncc(Cc3ccc(C(C)C)cc3)s1)C2 (centres undefined),i,.,3%,.,.,6%,3%,.,.
O=c1c2cc([N+](=O)[O-])ccc2nc(CN2CCN(c3ccccn3)CC2)n1-c1ccccc1F,i,32,-18%,-6%,5%,-16%,3%,11%,11%
Cc1cc(C)c(NC(=O)c2ccccc2C(=O)c2ccccc2)c(C)c1,i,-13,-16%,?,-10%,1%,-9%,13%,-5%
O=C1NCCNC1c1ccccc1 (centres undefined),i,26,3%,-1%,7%,5%,6%,-5%,8%
COc1ccc(C(c2nnnn2-c2ccc3c(c2)OCCO3)N2CCN(C/C=C/c3ccccc3)CC2)cc1 (centres undefined),i,?,-2%,.,?,-22%,-2%,.,?
CCOc1ccccc1-c1cc(C(=O)N/N=C/c2ccc(O)c(OC)c2)c2ccccc2n1,i,-6,-28%,?,?,55%[activator],?,?,?
Cc1cccc(CN2CCC(C(=O)Nc3cccc(-c4cscn4)c3)CC2)n1,i,-6,-25%,1%,-5%,.,-12%,-5%,-5%
COc1cc(/C=C2\SC(=S)N(CCC(=O)Nc3ccc(O)cc3)C2=O)cc(OC)c1OC,?,37,25%,?,?,-26%,-27%,16µM*,?
Cc1nc(SCC(=O)NCC2CCCO2)c2cc(-c3ccccc3)sc2n1 (centres undefined),?,-3,?,-3%,-27%,22%,?,21µM*,?
COc1cc(CN2CCCC(C(=O)Nc3ccccc3Oc3cccnc3)C2)ccc1F (centres undefined),i,7,7%,5%,7%,.,-11%,1%,-22%
O=C(/C=C\Nc1ccccc1Br)c1ccc2c(c1)OCO2,.,-14,?,0%,?,?,-14%,28%,?
Cc1ccccc1-n1c(C)nnc1SC(C)C(=O)NCC1CCCO1 (centres undefined),i,20,?,7%,-5%,5%,15%,-3%,2%[9.24 µM]
CN(C)S(=O)(=O)c1ccc(NC(=O)CN2CCCC2c2ccc3c(c2)OCCCO3)cc1 (centres undefined),i,0,-17%,0%,-1%,-22%,-19%,5%,-3%
Cn1c(SCC(=O)N2c3ccccc3CCc3ccccc32)nnc1-c1cc2ccccc2cc1O,i,?,-14%,8%,-6%,-5%,10%,?,-4%
O=C(NC(NC(=O)c1ccccc1)c1ccccc1)c1ccccc1,i,65,?,-1%,0%,?,28%,2%,?
C=CCNC(=O)CN(c1ccc(F)c(Cl)c1)S(C)(=O)=O,i,5,13%,22%,-4%[9.24 µM],-4%,18%,?,1%
CC(C)NC(=O)c1onc(CSc2cccc(F)c2)c1C(=O)O,i,36,0%,-22%,-8%,124%[activator],0%,4%,-2%
CCCN1C2CCCC1CC(NC(=O)c1cc(OC)cc(OC)c1)C2 (centres undefined),i,-4,-5%,-4%,5%,.,0%,0%,8%
Cc1cccc(C)c1N1C(=O)C2ON(c3ccccc3)C(c3ccncc3)C2C1=O (centres undefined),i,0,-21%,-15%,-4%,-1%,2%,11%,0%
COc1cccc(CC(=O)N[C@@H](CCSC)c2nc3ccccc3[nH]2)c1,i,-10,?,-7%,1%,-21%,-6%,0%,5%
COc1ccc(OC)c(C(O)c2coc3ccc(O)c(CN(C)C)c23)c1 (centres undefined),?,-16,-5%,-4%,-1%,-6%,-3%,6%,5%
CC(=O)N1CCN(CC(=O)Nc2cc(S(=O)(=O)N3CCOCC3)ccc2C)CC1,i,-13,-11%,-8%,-9%,-8%,5%,4%,-7%
CCN(CC)S(=O)(=O)c1ccc(N2CCN(C)CC2)c(NC(=O)CSCC(=O)Nc2cccc(C)c2)c1,i,-8,3%,-37%,-1%,-2%,-7%,?,-3%
O=C(CSc1ncc(-c2ccccc2)[nH]1)Nc1cccc(C(F)(F)F)c1,?,.,-1%,.,.,-15%,6%,.,.

# Arranged by heavy-atom count (rising): part of the list above
SMILES,S2 tox,IL1B secr inh,KB-V1 cytotox,SW480 rerep,HT1080 IDH1KD tx,ATXN2 expr inh,KB-3-1 cytotox,MCF10A rerep,HT1080NT lethal
O=C(/C=C\Nc1ccccc1Br)c1ccc2c(c1)OCO2,.,-14,?,0%,?,?,-14%,28%,?
COc1ccc(OC)c(C(O)c2coc3ccc(O)c(CN(C)C)c23)c1 (centres undefined),?,-16,-5%,-4%,-1%,-6%,-3%,6%,5%
Cn1c(SCC(=O)N2c3ccccc3CCc3ccccc32)nnc1-c1cc2ccccc2cc1O,i,?,-14%,8%,-6%,-5%,10%,?,-4%

# Carrying on:
SMILES,S2 tox,IL1B secr inh,KB-V1 cytotox,SW480 rerep,HT1080 IDH1KD tx,ATXN2 expr inh,KB-3-1 cytotox,MCF10A rerep,HT1080NT lethal
C[C@H](CO)N1C[C@H](C)[C@@H](CN(C)C(=O)NC2CCCCC2)Oc2ccc(NC(=O)Nc3ccccc3)cc2C1=O,i,7,7%,-2%,0%,-2%,15%,2%,6%
COc1ccc(-c2cc(C(=O)Oc3ccc(C#N)cc3)no2)cc1,i,.,?,.,.,12%,0%,.,.
O=C(C1CC1)N1CCN=C1SCc1ccccc1Cl,i,-3,3%,-1%,-5%,-1%,-7%,?,-25%
CCOc1cc2[nH]c(=O)n(Cc3ccc(C(=O)NCCCN4CCCC4=O)cc3)c(=O)c2cc1OCC,?,18,15%,?,24%,-16%,4%,?,11%
COc1ccccc1C(=O)NCC(c1cccnc1)N(C)C (centres undefined),i,0,2%,-13%,0%,10%,1%,-7%,2%
NS(=O)(=O)c1ccc(NC(=S)NC(=O)c2ccc3c(c2)OCO3)cc1,i,17,-1%,-8%,-9%,31%[11.3 µM],-2%,-6%,-18%
COc1ccc(-c2c(C)nn(Cc3ccccc3)c2N)cc1,i,-3,21µM*,25%,-13%,1%,-19%,1%,-6%
Cc1cccc(NC(=O)N2CCC(n3nnc4cc(C)ccc43)CC2)c1,i,-26,-3%,0%,0%,.,1%,4%,3%
CN(C)c1nc(C#N)nc(N2CCOCC2)n1,i,-19,-9%&-2%,-1%,-9%,-24%,3%&16%,13%,-12%
Cc1nc2ccccc2c(=O)n1NCc1cc(Br)cs1,i,0,-24%,?,6%,-11%,0%,23µM*,1%
O=C(Nc1ccccc1C(=O)OCc1cc(=O)n2nc(C3CC3)sc2n1)c1cccc(Cl)c1,i,.,0%,.,.,2%,0%,.,.
CC(C)C(=O)N1CCN(c2ccc(NC(=O)c3ccc4c(c3)OCCO4)cc2Cl)CC1,18µM*,-97*,2.9µM*,6%,?,?,?,18µM*,?
COc1ccc(S(=O)(=O)N(Cc2nc3ccccc3c(=O)[nH]2)C2CCCC2)cc1,i,-16,?,-1%,-21%,-7%,-6%,?,0%
O=C(c1cccs1)N1CCN(S(=O)(=O)c2ccccc2)CC1,i,15,9%,-3%,-5%,3%,6%,-1%,8%
O=S(=O)(N/N=C/c1cccnc1)c1ccc(Cl)c(Cl)c1,i,?,9%,-4%,9%,-5%,2%,0%,0%
COCCn1c(SCC(=O)c2c(N)n(C3CC3)c(=O)[nH]c2=O)nnc1-c1ccc(Cl)cc1,i,9,?,-6%,0%,11%,3%,-6%,6%
COc1ccc(-c2c(C)oc3c(CN4CCN(C)CC4)c(O)ccc3c2=O)cc1,i,-14,11%,-3%,1%,-7%,15%,0%,-1%
COc1ccc(C)cc1S(=O)(=O)n1nc(C)cc1C,i,25,-18%,-44%[inhibitor],1%,-19%,8%,?,1%
Cn1nc(C(F)(F)F)c2cc(C(=O)Nc3ccc(F)cc3F)sc21,i,.,1%,-1%[9.22 µM],10%,-9%,7%,-3%,27%
CN1C(N)=NC(=O)/C1=C\c1ccc(Br)cc1,i,?,22%,5%,4%,.,7%,-2%,-8%
COc1ccc(OC2OC3COC(c4ccco4)OC3C(O)C2NC(C)=O)cc1 (centres undefined),i,2,0%,-14%,-3%,-3%,-2%,0%,-2%
Nc1cccc(C#Cc2ccc3c(c2)C(=O)/C(=C/c2ccsc2)O3)c1,?,10,0%,?,-20%,8%,0%,6%,-11%
O=C(NC(=S)N1CCCC(O)C1)c1ccco1 (centres undefined),i,15,16%,-1%,0%,.,3%,-4%,8%
Cc1ccc(S(=O)(=O)CCC(=O)OCC(=O)NCCc2ccccc2)cc1,i,5,19%,-300%[inhibitor],10%,-16%,6%,?,4%
C=CCC[C@@H](Cc1ccc(F)cc1)C(=O)OC[C@H](Cc1c[nH]c2ccccc12)NC(=O)[C@H](CC=C)CC(=O)NCCO,?,-57*,-2%,6%,-14%,?,?,?,-30%
# More entries
SMILES,S2 tox,IL1B secr inh,KB-V1 cytotox,SW480 rerep,HT1080 IDH1KD tx,ATXN2 expr inh,KB-3-1 cytotox,MCF10A rerep,HT1080NT lethal
COCCCNC(=O)c1cccs1,i,-2,9%,?,14%,1%,-10%,-5%,12%
O=C(Nc1cccnc1)c1ccccc1Cl,i,-14,?,-3%,11%,15%,8%,2%,-1%
O=C(NCc1ccco1)Nc1cccc2ccccc12,i,-1,12%,-6%,15%,3%,4%,-3%,6%
COc1ccc(NC(=O)NN2CCOCC2)cc1OC,i,-4,-1%,6%,9%,-17%,6%,-5%,4%
COc1ccc(N2CCN(CC(O)COc3ccccc3C(C)(C)C)CC2)cc1 (centres undefined),i,.,5%,.,.,-20%,-4%,.,.
COc1ccccc1N1CCN(C(=O)c2ccc(Br)s2)CC1,i,11,-30%,1%,-23%,7%,-8%,3%,-10%
O=C(CSc1ncn[nH]1)NCc1ccccc1Cl,i,0,-4%,-11%,13%,-8%,-2%,3%,15%
COc1ccccc1N(CC(=O)Nc1ccccc1C(=O)N1CCOCC1)S(C)(=O)=O,i,4,15%,3%,16%,9%,10%,-1%,7%

# Rows were taken by chance; 11% or so of the library scored in one or more.
